Screening data from PubChem BioAssay.
L major viab = inhibitors of Leishmania major promastigote growth | Leishmania major promastigotes, resazurin fluorescence viability | inhibition, % at 10 µM | 200,000 compounds, 9% hits | AID 1063; in the data active means inhibition above about 50%;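 further: promastigotes grown with compound for 44 hours at 28 °C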
TNAP inh no acc = TNAP (human) inhibition, acceptor-free conditions; P05186; purified TNAP, CDP-star luminescence, 30 min; inhibition, % at 20 µM; 200,000 compounds, 0.26% hits;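 active means tissue-nonspecific alkaline phosphatase inhibition above about 50% at 20 µM in the single-dose screen, limit read from the data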;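 further: 0% = DMSO negative control and 100% = EDTA positive control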
PMI act hi M6P = activators of human phosphomannose isomerase at near-saturating mannose 6-phosphate | activation factor at 20 µM | 190,000 compounds, 0.34% hits | coupled PMI enzyme assay, resazurin fluorescence, 20 min; stronger effect = higher value; 1 = untreated enzyme, 0 = substrate-free blank | P34949;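 active means activation factor of 2 or more at 20 µM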
Target sequence (P34949 whole entry, looked up): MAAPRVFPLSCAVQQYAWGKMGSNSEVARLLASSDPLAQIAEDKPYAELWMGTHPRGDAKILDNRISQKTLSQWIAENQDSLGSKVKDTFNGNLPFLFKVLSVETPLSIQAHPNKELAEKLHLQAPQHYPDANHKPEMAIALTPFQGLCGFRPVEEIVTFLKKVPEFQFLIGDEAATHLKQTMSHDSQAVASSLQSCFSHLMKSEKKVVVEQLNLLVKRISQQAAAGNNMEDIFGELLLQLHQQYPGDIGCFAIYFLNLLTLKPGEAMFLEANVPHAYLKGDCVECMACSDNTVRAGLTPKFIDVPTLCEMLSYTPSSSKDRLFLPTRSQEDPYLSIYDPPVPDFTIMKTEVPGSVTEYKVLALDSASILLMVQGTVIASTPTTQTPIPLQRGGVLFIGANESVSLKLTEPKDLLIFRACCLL
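assay system = human phosphomannose isomerase with PGI, G6PDH, diaphorase coupling enzymes | quantity = 15 ng/mL PMI | incubation = enzyme reaction with compound 20 min at room temperature | medium = HEPES pH 7.4 buffer with MgCl2 and Tween-20 | compound dosing = one concentration, 20 µM, in 1% DMSO | measured by = Diaphorase-driven resazurin-to-resorufin fluorescence, excitation 544, emission 590 nm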
RAM network inh = yeast RAM network inhibition | S. cerevisiae dse1pr::URA3 reporter, 5-FOA growth OD615, 2 d; analog-sensitive cbk1-as2 kinase mutant strain | inhibition, % at 50 µM | AID 868 | 190,000 compounds, 1.8% hits;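 active means inhibition above a set limit, 3 SD over mean compound inhibition, cut at about 8.4% in these data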;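 further: 0% = DMSO-only wells with no growth and 100% = 10 µM 1-NA-PP1 full growth; inhibition rescues growth on 5-FOA so higher OD means more RAM inhibition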
S1P3 antag = antagonists of human S1P3 receptor; CHO S1P3 NFAT-BLA reporter, FRET fluorescence, antagonist mode; inhibition, % at 4.98 µM; 170,000 compounds, 0.27% hits; AID 485;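 active means inhibition above the plate cutoff, the mean inhibition of test wells on that plate plus 3 SD, cut at about 28% in these data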;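 further: cells challenged with S1P at its EC80 of 0.8 µM; blue over green emission ratio from cleaved BLA substrate after 4 h stimulation; 0% = S1P-stimulated wells and 100% = unstimulated DMSO-only wells; some compounds past the cut are filed as inactive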
Target sequence (Q99500 whole entry, looked up): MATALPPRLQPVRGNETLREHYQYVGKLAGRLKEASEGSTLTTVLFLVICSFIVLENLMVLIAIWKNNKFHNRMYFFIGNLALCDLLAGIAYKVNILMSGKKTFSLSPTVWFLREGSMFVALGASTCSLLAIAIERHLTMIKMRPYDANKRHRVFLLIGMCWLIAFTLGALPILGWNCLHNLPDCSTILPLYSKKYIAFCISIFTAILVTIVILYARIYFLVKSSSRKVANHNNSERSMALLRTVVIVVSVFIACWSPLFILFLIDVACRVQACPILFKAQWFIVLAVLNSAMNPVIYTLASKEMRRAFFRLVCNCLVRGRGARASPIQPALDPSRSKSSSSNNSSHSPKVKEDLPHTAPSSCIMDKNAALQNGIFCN
TNAP inh hiacc = TNAP (human) inhibition, high acceptor; P05186; inhibition, % at 20 µM; AID 1135; 200,000 compounds, 0.03% hits; purified TNAP, CDP-star luminescence, 1 M DEA;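 active means over 50% inhibition of tissue-nonspecific alkaline phosphatase at 20 µM in the single-dose screen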;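 further: plate controls were DMSO wells for no effect and EDTA-quenched wells as full inhibition for full effect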
Hsp70 activator = Hsp70 transcriptional activation, primary screen | 200,000 compounds, 0.04% hits | activation, % at 10 µM | HeLa Hsp70 promoter luciferase reporter, luminescence; scaled: vehicle 0, proteasome-inhibitor control 100%;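 active means activation above the mean across all tested compounds plus 3 SD, cutoff set per campaign, cut at about 5.5% in these data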;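 further: 100% = MG132 at 30 µM as the positive control and 0% = DMSO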
PMI act = activators of human phosphomannose isomerase; P34949; purified human PMI, coupled resazurin fluorescence, 20 min; stronger effect = higher value; 1 = vehicle control, 0 substrate-free wells; activation factor at 20 µM; 190,000 compounds, 0.005% hits;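 active means activation factor of 2 or more at 20 µM, relative to plate controls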
DTT redox prof = compounds producing H2O2 with reducing agent – biochemical, NIH compound library profiling, artefact control for MLSCN library redox annotation, primary screen. DTT-dependent redox cycling H2O2, phenol red/HRP absorbance; 100% = 100 µM peroxide control, 0% = buffer. activation, % at 10 µM. 200,000 compounds, 0.03% hits. AID 878;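 active means activation of at least 50% relative to the plate's high and low controls in the primary single-dose screen; inactive means activation below 50%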;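 further: compound incubated with DTT at 0.8 mM final as the reducing agent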
Efa HMGR inh = inhibitors of class II HMG-CoA reductase from Enterococcus faecalis | purified E. faecalis HMGR, NADPH absorbance 340 nm kinetic | inhibition, % at 10 µM | 190,000 compounds, 0.41% hits;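 active means inhibition above a set limit, the median over all tested compounds plus 3 SD, cut at about 9.5% in these data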;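 further: enzyme runs in reverse so mevalonate oxidation gives rising NADPH absorbance; 0% = complete reaction with DMSO and 100% = background rate lacking mevalonate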
Active calls of the source: *; . = not tested or not shown.

SMILES | L major viab | TNAP inh no acc | PMI act hi M6P | RAM network inh | S1P3 antag | TNAP inh hiacc | Hsp70 activator | PMI act | DTT redox prof | Efa HMGR inh
CCN(CC)S(=O)(=O)c1cc(NC(=O)C(C)N(C)CC(=O)Nc2c(C)cccc2C)ccc1C (stereo unspecified) | 68* | -22 | 1 | 2.2 | -3 | -2 | -0.2 | 0.9 | -0.4 | -10
CCOc1ccc(NC(=O)CC2C(=O)N(c3ccc(OC)cc3)C(=S)N2Cc2ccccn2)cc1 (stereo unspecified) | 80* | -6 | 0.9 | 0.2 | -8 | 0 | -0.2 | 0.9 | -0.1 | 2
COC(=O)c1ccccc1NC(=O)CN1CCC(NC(=O)c2ccc(C)cc2)CC1 | 6 | -8 | 1 | 0.6 | -14 | -5 | -0.4 | 0.9 | 0.2 | -2
CCn1c(Cc2ccc(OC)cc2)nnc1SCC(=O)N1CCN(c2ccccc2)CC1 | 6 | -13 | 1 | 0.4 | . | -2 | -0.1 | 1 | 0.7 | -3
Oc1ccc2c(c1)oc1cc(O)ccc12 | 42 | -15 | 0.9 | 0.0 | -7 | -3 | -0.2 | 0.9 | 1.1 | -1
CCCCn1c(NC(=O)c2ccccc2)nc2ccccc21 | 96* | -1 | 1 | 2.4 | 24 | -8 | 0.2 | 1.2 | -0.4 | -5
N/C(=N\OC(=O)c1ccc2ccccc2c1)c1cccc([N+](=O)[O-])c1 | -1 | -5 | 0.9 | 1.9 | -8 | 5 | -0.1 | 0.9 | 1.6 | -2
NC(=O)CSc1nnc(Cn2c(=O)sc3ccccc32)n1CCc1ccccc1 | -9 | -10 | 1 | 1.5 | -16 | -3 | -0.4 | 1 | 0.0 | -10
CCOC(=O)c1[nH]c2ccccc2c1NC(=S)Nc1ccccc1 | -5 | 0 | 1 | 2.5 | 7 | -4 | -0.2 | 1 | 0.9 | 5
CCC(CC)C(=O)Nc1cccc(C(=O)N2CCOCC2)c1 | -1 | -5 | 1 | 0.2 | -13 | -1 | 1.0 | 1 | 1.5 | -2

Brought forward from above: two compounds, followed by the next part.
SMILES | L major viab | TNAP inh no acc | PMI act hi M6P | RAM network inh | S1P3 antag | TNAP inh hiacc | Hsp70 activator | PMI act | DTT redox prof | Efa HMGR inh
CCOC(=O)c1[nH]c2ccccc2c1NC(=S)Nc1ccccc1 | -5 | 0 | 1 | 2.5 | 7 | -4 | -0.2 | 1 | 0.9 | 5
CCC(CC)C(=O)Nc1cccc(C(=O)N2CCOCC2)c1 | -1 | -5 | 1 | 0.2 | -13 | -1 | 1.0 | 1 | 1.5 | -2
C=CCn1c(Oc2cccc(C)c2)nc2c1c(=O)n(C)c(=O)n2C | 1 | -11 | 1.1 | 0.1 | 2 | -1 | -0.1 | 1.1 | -0.3 | -7
Cc1ccc(-c2nnn(CC(=O)N(c3cccc(F)c3)C(C(=O)NC(C)(C)C)c3ccco3)n2)o1 (stereo unspecified) | -3 | -10 | 1 | 2.5 | 3 | -5 | 0.3 | 1 | 0.3 | -5
CCCCNC(=S)N1CCN(c2ccccc2Cl)CC1 | -5 | -15 | 1 | -0.9 | -3 | -2 | -0.3 | 1 | -2.0 | -2
CCS(=O)(=O)N1CCN=C1SCc1cccnc1 | -7 | -5 | 1 | 0.0 | -14 | -3 | -0.5 | 1 | -0.7 | -2
Cc1cccc(C(=O)NNC(=O)c2ccccc2)c1 | 28 | -14 | 1 | 2.4 | -19 | -7 | -0.4 | 0.9 | -0.1 | -1
CCN(CC)CCNC(=O)Cn1cnc2sc(C)c(S(=O)(=O)N3CCOCC3)c2c1=O | -1 | -2 | 1.3 | 0.0 | . | 1 | -0.2 | 1.2 | 0.6 | 0
CCS(=O)(=O)N1CCCC(C(=O)NC2CCCCC2)C1 (stereo unspecified) | -1 | -8 | 1 | 1.2 | -2 | 2 | -0.3 | 1 | -0.1 | -3
CCC(Sc1nc2sc(C(=O)OC)c(C)c2c(=O)n1N)C(=O)N(CC)CC (stereo unspecified) | 9 | -11 | 1 | 1.2 | . | 0 | -0.3 | 1 | -0.2 | -5
CCc1ccc(OCC2c3cc(OC)c(OC)cc3CCN2C(=S)NCCOC)cc1 (stereo unspecified) | 19 | -26 | 0.9 | 2.1 | -15 | -1 | -0.2 | 0.8 | 0.8 | 0
O=C(NCC1CCCO1)C(c1cccnc1)N(C(=O)Cc1cccs1)c1cccnc1 (stereo unspecified) | -4 | -10 | 1.1 | -1.3 | . | -4 | -0.2 | 1.1 | -4.9 | 1
COc1cccc(-c2nc(N3CCCCC3C)c3ccccc3n2)c1O (stereo unspecified) | 16 | -2 | 0.9 | -0.5 | . | -4 | -0.1 | 0.9 | -0.5 | -1
C/C=N/NC(=O)CCNC(=O)c1ccccc1 | -5 | -7 | 1.1 | 0.4 | -12 | -6 | -0.3 | 0.9 | -0.3 | -1
Cc1cc(C)c(C(N)=O)c(NCCc2ccccc2)n1 | -1 | -19 | 0.9 | 1.5 | 8 | -4 | -0.4 | 0.9 | 3.2 | -1
Cc1cc2ncc(Cl)nc2cc1C | -3 | -8 | 1 | 1.5 | -12 | 0 | 0.0 | 1 | -0.1 | 0
COCCCNC(=O)CCNS(=O)(=O)c1ccc(C)cc1 | -2 | -4 | 1 | 0.7 | . | 0 | -0.3 | 0.9 | 0.9 | -5
Cn1cc(CNC(=O)C2CCCCC2)cn1 | 1 | -10 | 0.9 | -0.1 | 2 | -6 | -0.2 | 1 | -0.5 | -3
CCOC(=O)c1cnn(CCOC(=O)Cc2cccs2)c1NC(=O)Cc1cccs1 | -6 | -21 | 0.9 | 7.3 | -14 | -2 | -0.2 | 1 | -0.2 | 2
CCc1ccc(NC(=O)N(C2CCCCC2)C(C)c2cccnc2)cc1 (stereo unspecified) | 90* | -4 | 1 | 1.6 | . | -3 | 0.1 | 1 | 0.0 | -2
Cc1ccc(S(=O)(=O)Nc2cccc(-c3cn4ccsc4n3)c2)cc1 | 20 | -4 | 0.9 | 1.5 | 5 | -5 | -0.1 | 1 | 0.5 | 1
Cc1ccc(OCCCN2C(=O)C(=O)c3cc(C)ccc32)cc1 | -3 | -1 | 0.8 | 1.2 | -3 | -1 | 0.1 | 0.9 | -1.0 | -7
Cc1cc(NC(=O)CSc2nnc(COc3ccccc3)o2)no1 | -9 | -17 | 1 | 3.5 | -9 | -9 | -0.3 | 1.1 | -0.2 | -1
O=C(CSc1nnc(-c2ccc(F)cc2)c2ccccc12)Nc1ccccc1Cl | 16 | -15 | 1.1 | 2.5 | -12 | 1 | 0.1 | 0.9 | 0.7 | -14
O=C(c1ccco1)N(Cc1ccccc1)Cc1ccccn1 | -5 | -2 | 1 | -0.7 | 1 | 1 | -0.5 | 1.4 | 0.0 | -1
CCC(CC)NC(=O)c1ccccc1Oc1ccccc1 | 1 | -14 | 0.9 | -1.3 | . | -7 | -0.4 | 0.9 | 0.1 | 2
CC(C)CN(CCC(=O)O)CC(C)C | -4 | -10 | 1 | -0.9 | . | -2 | -0.3 | 1.1 | 0.1 | -2
Cn1c(N)c(S(=O)(=O)c2ccc(Br)cc2)c2nc3ccccc3nc21 | 75* | -7 | 0.9 | 9.7* | -8 | -2 | 0.3 | 1 | -0.4 | 1
c1ccc(CN=C2Nc3ccccc3CS2)nc1 | 3 | -8 | 1.1 | 0.7 | 10 | 1 | 0.8 | 1.1 | -1.7 | 1
Nc1nonc1C(=O)NCCNS(=O)(=O)c1ccc(Br)cc1 | -6 | -6 | 0.9 | 0.8 | . | -6 | -0.2 | 0.9 | -6.4 | -1
O=C(NC(NNc1ccc([N+](=O)[O-])cc1)(C(F)(F)F)C(F)(F)F)c1ccc(F)cc1 | -2 | 1 | 1.4 | -0.5 | 6 | 15 | -0.2 | 1.2 | -0.5 | -5
COc1cc2c(cc1OC)C(CSc1ccccc1C(=O)O)=NC(C)(C)C2 | 12 | -7 | 1.2 | -0.3 | -5 | -2 | -0.5 | 1.1 | -0.9 | -5
CC(C)OC(=O)CSc1nnc(-c2cccnc2)n1Cc1ccccc1 | -4 | -16 | 0.9 | -1.2 | 1 | -2 | -0.2 | 0.9 | 1.5 | -7
Cn1cc(CC(=O)N2CCN(c3ccc(Cl)cc3)CC2)c2ccccc21 | 65* | -6 | 1 | 4.2 | . | 2 | -0.3 | 0.9 | -0.1 | -9
Cc1ccc(S(=O)(=O)Nc2cc(C(=O)Nc3cc(C)cc(C)c3)ccc2Cl)cc1 | 2 | -5 | 0.7 | 3.6 | . | 1 | -0.2 | 0.7 | 0.5 | -4
Cc1cc(C)c(NC(=O)COc2ccccc2C(=O)Nc2ccc3c(c2)oc2ccccc23)c(C)c1 | 12 | -60 | 1 | 6.0 | . | -24 | -0.3 | 1 | 0.9 | -7
COc1ccc(NC2=C3CCCC=C3N(c3ccc(OC)cc3)C2=O)cc1 | 18 | -1 | 0.7 | 1.1 | 3 | 4 | -0.3 | 1 | -0.7 | -10
S=c1[nH]nc(COc2ccc(Cl)cc2)n1Cc1ccco1 | 2 | -32 | 1 | 2.5 | -12 | -2 | 0.1 | 1 | -2.1 | -5
CCOC(=O)NC(NC(=S)Nc1ccc(OC)cc1)C(Cl)(Cl)Cl (stereo unspecified) | 1 | -16 | 1 | 4.6 | -2 | -5 | -0.2 | 1 | 0.1 | 2
Cc1cc(N2CCCCC2)nc2ccccc12 | 19 | -10 | 1 | 1.6 | -10 | -6 | 0.0 | 1.1 | -0.9 | 0
Clc1ccccc1Cn1nc(-c2ccccc2)nc1-c1ccccc1 | 19 | -6 | 0.9 | 6.2 | -4 | 1 | -0.3 | 0.8 | 0.9 | -8
C/C(=N\NC(=O)COc1ccc(C#N)cc1)c1ccccc1OC(F)F | 1 | -5 | 1 | -0.4 | -5 | 3 | -0.4 | 1 | 0.5 | -9
Cc1ccc2c(ccn3cc4c(c(=O)n(C)c(=O)n4C)c23)c1 | -4 | -7 | . | 2.8 | -3 | -3 | -0.2 | . | -0.2 | 1
CCCN1CCN(C(=O)CCCNC(=O)Cn2cnc3sc(C)c(C)c3c2=O)CC1 | 0 | -8 | 0.9 | 0.7 | -21 | -3 | -0.3 | 0.9 | -3.9 | 0
Cc1[nH]c(=O)[nH]c(=O)c1N(C)C | -6 | -9 | 1.1 | 1.8 | -12 | 1 | -0.3 | 1.1 | -0.9 | -2
COc1ccc(/C=N/NC(=O)Cn2nnc3ccccc32)cc1OC | 0 | 4 | 1 | 1.5 | 0 | -1 | -0.1 | 0.9 | 0.4 | -1
O=C(/C(=C/O)N=Nc1ccccc1)c1ccncc1 | 4 | -15 | 0.9 | . | . | -1 | -0.2 | 0.9 | -0.1 | 0
COc1cnc(SCC(=O)O)[nH]c1=O | -5 | -9 | 1 | -0.5 | . | -3 | 0.0 | 1 | -1.1 | 2
